Source: PubChem BioAssay (several laboratories)
VIM-2 inhibitor: inhibitors of Pseudomonas aeruginosa VIM-2 metallo-beta-lactamase; AID 1527; inhibition, % at 5.6 µM; 0.89% of 290,000 active; purified VIM-2, nitrocefin hydrolysis, epi-absorbance fluorescence;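 active = inhibition above the mean of all tested compounds plus 3 SD, cutoff set per screening run, cut at about 7.5% in these data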;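 also: red hydrolysis product quenches plate fluorescence so inhibitors raise well fluorescence; 0% = enzyme with DMSO and 100% = DMSO without enzyme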
SUMO HTRF inh: inhibitors of human SUMOylation (UBC9); 0.36% of 290,000 active; HTRF SUMOylation assay, SAE1/SAE2 + UBC9, in vitro; AID 2006; inhibition, % at 35 µM; in the data active = inhibition above about 50%, passing the limit was not always enough; also: strong numbers were not always called active
IDE cell inh: inhibits human insulin-degrading enzyme in HEK cells; P14735; FAbetaB cleavage, fluorescence polarization; inhibition, % at 5.59 µM; 0.41% of 320,000 active; AID 434962;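 active = percent inhibition above the average of all tested compounds plus 3 SD, set per screening campaign, cut at about 16% in these data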;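 also: IDE supplied by intact live HEK cells; FP after avidin binding of uncleaved biotin substrate so inhibition keeps polarization high; 0% = DMSO wells and 100% = 60 µM reference IDE inhibitor Ii1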
Target sequence (P14735 whole entry, looked up): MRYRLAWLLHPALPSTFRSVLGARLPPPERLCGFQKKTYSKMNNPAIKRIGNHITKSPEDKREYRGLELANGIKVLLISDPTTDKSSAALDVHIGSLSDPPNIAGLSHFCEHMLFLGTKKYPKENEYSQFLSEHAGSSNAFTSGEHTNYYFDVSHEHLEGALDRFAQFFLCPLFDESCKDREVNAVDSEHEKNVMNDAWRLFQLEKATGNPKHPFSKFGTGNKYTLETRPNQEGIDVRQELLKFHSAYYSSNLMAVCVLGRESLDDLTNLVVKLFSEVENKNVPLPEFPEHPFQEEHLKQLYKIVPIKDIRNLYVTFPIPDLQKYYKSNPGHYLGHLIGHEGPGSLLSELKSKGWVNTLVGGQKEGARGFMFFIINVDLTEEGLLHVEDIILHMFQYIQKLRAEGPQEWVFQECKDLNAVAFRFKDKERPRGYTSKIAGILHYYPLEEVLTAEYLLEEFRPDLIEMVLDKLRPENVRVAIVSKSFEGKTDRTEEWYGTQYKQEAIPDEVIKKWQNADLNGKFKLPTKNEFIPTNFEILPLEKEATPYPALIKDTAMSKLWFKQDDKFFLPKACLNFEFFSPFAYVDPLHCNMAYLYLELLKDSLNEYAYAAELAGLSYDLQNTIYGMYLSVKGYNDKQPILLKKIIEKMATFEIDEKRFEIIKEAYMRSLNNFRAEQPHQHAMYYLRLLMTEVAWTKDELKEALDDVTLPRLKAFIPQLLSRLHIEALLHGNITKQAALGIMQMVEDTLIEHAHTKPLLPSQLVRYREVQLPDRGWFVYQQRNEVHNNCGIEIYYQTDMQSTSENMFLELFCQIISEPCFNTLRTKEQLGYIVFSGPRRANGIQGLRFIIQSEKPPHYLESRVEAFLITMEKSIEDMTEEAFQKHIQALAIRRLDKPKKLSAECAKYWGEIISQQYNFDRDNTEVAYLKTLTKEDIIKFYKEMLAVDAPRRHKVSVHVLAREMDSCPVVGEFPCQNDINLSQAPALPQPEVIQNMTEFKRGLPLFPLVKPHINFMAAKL
M18AAP inhibitor: PfM18AAP enzyme inhibition. recombinant PfM18AAP, H-Glu-NHMec fluorogenic cleavage. inhibition, % at 7.35 µM. 1.2% of 290,000 active. AID 1822;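 active = inhibition above the campaign mean inhibition over all tested compounds plus 3 SD, cut at about 28% in these data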;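 also: 0% = plate median of test compound wells and 100% = 2 mM ZnCl2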
pCIP destab: lowers stability of the mouse p/CIP coactivator protein. 0.01% of 290,000 active. decrease of EGFP signal, % at 10 µM. F442A p/CIP-EGFP cells, EGFP fluorescence, 16 h. Q05BA5. AID 1984;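 active = EGFP signal decrease of at least 30% at 10 µM or well 3 SD below plate mean, unless failing retest; inactive = the rest, including hits failing retest or dose response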; also: some compounds called inactive have numbers as strong as hits; many of its hits are not listed in these tables
IMP-1 inhibitor: inhibitors of Pseudomonas aeruginosa IMP-1 metallo-beta-lactamase. purified IMP-1, nitrocefin hydrolysis, epi-absorbance fluorescence. inhibition, % at 5.6 µM. 0.45% of 290,000 active;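 active = inhibition above the mean plus 3 SD of all compounds in the same screening run, cut at about 4.5% in these data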;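 also: 0% = IMP-1 with DMSO and 100% = DMSO wells lacking enzyme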
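Assay system: purified recombinant IMP-1 beta-lactamase. Input: IMP-1 0.2 nM before substrate addition. Buffer or medium: Zinc- and detergent-supplemented HEPES buffer, pH 7.1. Schedule: 25 °C, 15 min preincubation, 25 min reaction. Signal: Epi-absorbance fluorescence, 480 nm excitation, 530 nm emission. Evaluation: percent inhibition from optical density relative to buffer-blank wells.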
NS3 helicase inh: inhibitors of Hepatitis C virus NS3 helicase; NS3 helicase DNA unwinding, Cy5 molecular beacon fluorescence; inhibition, % at 10.9 µM; 0.56% of 290,000 active;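 active = inhibition above the mean of all tested compounds plus 3 SD, set per campaign, cut at about 35% in these data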;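 also: 0% = DMSO wells and 100% = thioflavine S control wells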
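Assay system: hepatitis C virus NS3 helicase domain fragment enzyme. Also added: annealed dual-labelled DNA beacon duplex, ATP-started. Timing: 1 h reaction at 25 °C, ATP-initiated. Technique: Cy5 fluorescence at 0 and 60 min, beacon hairpin quenching. Evaluation: % inhibition of unwinding. Replication: one well per compound.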
DNA FID counter: displaces DNA intercalator in HCV helicase counter-screen; DNA fluorescent intercalator displacement, fluorescence; inhibition, % at 7.9 µM; 0.17% of 290,000 active; AID 1845; in the data active = inhibition above about 37%;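 also: 0% = vehicle and 100% = reference compound; higher means more ethidium bromide displaced from hairpin DNA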
IDE cell activ: activators of human insulin-degrading enzyme in cells. activation, % at 5.96 µM. HEK cells, FAbeta-B cleavage, fluorescence polarization; 0% vehicle, 100% cell-free pure enzyme wells. 0.073% of 340,000 active;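 active = activation above the mean of all tested compounds plus 3 SD, set per screening campaign, cut at about 17% in these data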
* = called active by the depositor; / = no result given. This is a random part of the collection. About 3.6% of those tested had a hit in this group.

Fields – VIM-2 inhibitor	SUMO HTRF inh	IDE cell inh	M18AAP inhibitor	pCIP destab	IMP-1 inhibitor	NS3 helicase inh	DNA FID counter	IDE cell activ
#1 O=c1[nH]c(C2CCCN(S(=O)(=O)c3ccccc3)C2)nc2c1nnn2Cc1ccccc1Br (configuration not stated)
  -2.0	8	-1	4	-6	-1.6	-4	-39	-1
#2 Cc1nc(SCC(=O)c2ccccc2)n[nH]1
  -1.9	7	-3	2	5	-5.5	-4	0	3
#3 Cc1n[nH]c(C)c1CCc1nc2c3ccccc3nc(SCC(N)=O)n2n1
  6.9	14	/	-11	-1	1.6	-3	-10	1
#4 Cn1c(=O)c2c(nc(N3CCN(c4ccccn4)CC3)n2Cc2ccc(Cl)cc2Cl)n(C)c1=O
  -1.9	-14	-3	2	-2	-1.3	-1	-2	1
#5 O=C(N/N=C\c1cn(-c2ccccc2)nc1-c1ccccc1)c1ccc2c(c1)OCO2
  -1.4	-19	4	-1	1	-3.3	4	-9	0
#6 Cc1cccc(NCc2ccc(O)c3ncccc23)c1C
  -0.6	-39	-2	11	-22	-1.9	-5	-4	/
#7 CC(=O)N(C1=C(Cl)C(=O)c2ccccc2C1=O)c1ccc(C(=O)O)cc1
  -5.0	/	99*	-109	-97	-4.7	27	-6	-43
#8 CCC(Oc1ccccc1)C(=O)NCCOC (configuration not stated)
  1.9	14	-5	-12	-9	-1.3	-24	-5	6
#9 CCOC(=O)C1=C(C)Nc2nc3ccccc3n2C1c1ccccc1 (configuration not stated)
  -4.0	29	2	12	-2	-3.1	-11	-2	6
#10 CCCCN1C(=O)N(C)C2NC(=S)NC21 (configuration not stated)
  -1.7	10	6	4	1	-1.5	-9	-3	/
#11 O=C(CSc1nnc(NC(=O)C2CC2)s1)NCc1ccccc1Cl
  29*	-18	5	3	0	-2.6	-4	-9	5
#12 c1ccc(-c2cn(CC3CCCCC3)nn2)cc1
  1.8	4	-1	3	2	-1.0	-3	-26	-2
#13 Cc1ccc(CNC(=O)C2CC(c3ccc(C(F)(F)F)cc3)=NO2)o1 (configuration not stated)
  /	-28	4	/	3	/	/	/	1
#14 Cc1ccc(C2CC(c3ccccc3OC(F)F)Nc3ncnn32)cc1 (configuration not stated)
  -5.3	5	5	-2	-6	-3.0	0	-26	2
#15 CC(=O)N1CCc2cc(NC(=O)c3ccc(C)cc3)ccc21
  1.1	11	-1	-6	5	2.3	11	-10	0
#16 Cc1nc(CC(=O)O)c(-c2ccccc2)s1
  -2.8	7	3	4	-2	-2.9	1	3	3
#17 CCC(Oc1ccccc1)C(=O)N(Cc1ccccc1)c1ccccn1 (configuration not stated)
  -3.2	-8	0	2	0	-1.6	4	-22	5
#18 Cc1cc(C(=O)N/N=C/c2cccs2)no1
  -0.2	-16	5	5	3	-0.1	7	-4	2
#19 O=C(O)c1cn(-c2ccc(F)c(F)c2)c2c(F)c(F)c(F)c(F)c2c1=O
  -2.1	25	5	4	-7	-5.5	7	1	-2
#20 CC(C)Cn1c(N)c(C(=O)COC(=O)c2ccc(F)cc2)c(=O)n(C)c1=O
  -3.7	9	4	0	-16	-1.9	4	-29	5
#21 COc1cc(OC)c(OC)cc1/C=N/NC(=O)c1ccc(=O)n(C)c1
  -4.1	18	7	0	-1	-3.5	-6	-9	5
#22 CNC(=O)CSc1nc2ccccc2c(=O)n1-c1cc(OC)ccc1OC
  -1.5	10	4	-1	-4	-2.0	-10	-9	-8
#23 COc1cccc(-c2nc(-c3ccc(Br)o3)no2)c1
  -1.1	-24	-2	1	0	0.1	2	-2	2
#24 COc1ccc(-c2nc(CN3CCN(Cc4cccc(Cl)c4)CC3)c(C)o2)cc1
  -2.6	1	0	2	-16	-3.5	-38	-6	3
#25 COC(=O)C1=C(C)NC(=O)CC1c1ccc(C(=O)OC)cc1 (configuration not stated)
  3.1	25	1	7	10	0.7	0	-4	2
#26 Cc1ccc(-c2ccc(/C=N/NC(=O)CN3CCOCC3)o2)cc1[N+](=O)[O-]
  0.5	36	-1	14	-4	-2.2	6	-2	-1
#27 O=C(Cn1cc(C(=O)C2CCCCC2)c2ccccc21)NCC1CCCO1 (configuration not stated)
  -1.7	7	-1	5	-13	-1.7	11	-16	4
#28 CCN(CC(=O)Nc1ccc2c(c1)OCCO2)S(=O)(=O)c1ccc(F)cc1
  -0.3	-2	-2	6	0	-3.0	3	-13	3
#29 CCOCCCNCc1cc(Br)ccc1OCc1ccccc1
  -1.7	-10	2	3	-14	-3.4	-30	19	1
#30 NC(=S)N/N=C/c1ccccc1OCc1cccc(Cl)c1
  -3.4	-16	4	7	0	-1.9	-1	-16	3
#31 Cc1ccc(NC(=S)N(Cc2cccs2)Cc2cc3cccc(C)c3[nH]c2=O)cc1
  -1.3	-15	3	-5	-8	2.1	0	0	9
#32 CS(=O)(=O)Nc1ccccc1C(=O)NCc1ccccc1Cl
  -2.4	7	-1	-2	-15	-1.9	10	-7	0
#33 O=C(Nc1ccc(NC(=O)c2cccnc2Cl)cc1)c1cccc(Cl)c1
  -2.2	23	5	-11	-8	-1.7	-11	-18	-6
#34 Cc1cc(C(=O)Nc2c(F)cc(F)cc2Br)c(C)o1
  -2.1	0	1	4	5	-3.3	0	-4	7
#35 O=C(c1cccc(F)c1)N1CCN(c2ccc([N+](=O)[O-])c3cccnc23)CC1
  -1.2	15	1	-4	-13	0.4	-4	-6	2
#36 CC1CC(=O)C2=C(C1)Nc1ncnn1C2c1ccccc1 (configuration not stated)
  -1.9	20	-5	6	0	-3.3	6	-3	3
#37 Cc1ccc(S(=O)(=O)N(C)CCCC(=O)Nc2ccncc2)cc1
  1.9	-9	2	10	-15	-1.4	32	10	10
#38 O=C(c1cc(COc2c(F)cccc2F)on1)N1CCN(C2CCCCC2)C(=O)C1
  -1.6	4	0	-9	4	-1.5	4	-35	6
#39 CN(CC(=O)NCc1cccs1)CC(=O)Nc1ccc(F)c(F)c1F
  -1.8	10	-1	-2	-6	-2.1	3	-11	0
#40 Cc1c2cnn(CC(=O)NCCCN3CCCCC3C)c(=O)c2c(C)n1Cc1ccccc1 (configuration not stated)
  -5.1	19	2	2	6	-3.9	-36	0	-6
#41 O=S1(=O)N=C(N/N=C/c2ccco2)c2ccccc21
  1.4	-11	-1	15	1	-0.5	-2	-6	3
#42 NS(=O)(=O)c1cccc(NC(=S)NC(=O)c2cccc([N+](=O)[O-])c2)c1
  -3.1	2	1	25	-2	-2.5	3	1	1
#43 O=C(N/N=C/c1cccs1)c1ccc(-n2cccc2)cc1
  -2.5	15	1	5	0	-3.1	12	8	-6
#44 O=C(CSc1nc2ccccc2o1)Nc1ccc(Cl)cc1
  -2.6	-5	-1	0	-28	1.0	4	-6	2
#45 COc1ccc(CC2(C)OC(c3ccc(C)c([N+](=O)[O-])c3)=NN2C(C)=O)cc1 (configuration not stated)
  -1.1	-8	-1	-4	-12	-2.4	-5	-23	1
#46 CCc1ccccc1NC(=O)C1CCCN(c2ncnc3onc(-c4ccc(F)cc4)c23)C1 (configuration not stated)
  0.7	8	1	-4	4	-0.6	-4	-40	0
#47 O=C(O)C1CCCN(C(=O)c2cccc3ccccc23)C1 (configuration not stated)
  -4.2	5	1	0	-10	-4.1	1	-3	-1
#48 CCOC(=O)c1ccccc1N1C(=O)C2Sc3[nH]c(=O)sc3C(/C=C/c3ccccc3)C2C1=O (configuration not stated)
  2.2	15	13	0	-1	3.8	38*	-34	-8
#49 CC1CC1C(=O)OCC(=O)Nc1cccc([N+](=O)[O-])c1 (configuration not stated)
  -4.2	-2	9	-7	-4	-3.1	18	-1	-5
#50 COc1ccc(CCNC(=O)Cc2cc(OC)c(OC)cc2Br)cc1OC
  -0.5	20	1	-5	4	-1.8	-6	-15	0
#51 CCOC(=O)C1CCN(C(=O)C2CCN(S(=O)(=O)c3ccc4c(c3)CC(C)N4C(C)=O)CC2)CC1 (configuration not stated)
  -1.1	/	-1	13	-1	1.4	4	-60	7
#52 Cn1c(N)cc(=O)n(Cc2ccccc2)c1=O
  -5.1	-15	0	1	-6	-4.4	-1	-14	-1
#53 CCCn1c(SCC(=O)Nc2cc(S(=O)(=O)N3CCOCC3)ccc2OC)n[nH]c1=O
  -0.8	6	3	-9	1	-3.2	2	-1	-6
#54 COc1ccc(N=Nc2ccc(O)c3ncccc23)cc1
  0.9	-28	9	-9	2	-0.9	12	-5	-9
#55 O=C1C2C3c4ccccc4C(c4ccccc43)C2C(=O)N1Cc1ccco1 (configuration not stated)
  /	2	0	/	5	/	/	/	-2
#56 O=C(NNS(=O)(=O)c1cc(Cl)cc(Cl)c1)c1sccc1-n1cccc1
  -3.0	6	8	6	2	-2.3	18	-21	0
#57 O=S(=O)(c1ccccc1)c1nnn2c1nc(NC1CCN(Cc3ccccc3)CC1)c1ccccc12
  -0.4	3	5	-1	8	-0.9	-95	5	4
#58 Cc1ccc(C)n1-c1nccc(-c2ccco2)n1
  -2.1	35	-1	1	5	-1.3	-2	0	-5
#59 COCc1cc(=O)[nH]c(/N=C(\N)Nc2ccc(Oc3ccccc3)cc2)n1
  -3.3	-9	7	7	5	-3.7	0	-14	-5
#60 Cc1noc(C)c1COc1ccc(C(=O)OCC(=O)Nc2c(C)n(C)n(-c3ccccc3)c2=O)cc1
  -1.6	-2	0	2	-11	-2.5	4	-22	6

Next part.
Fields – VIM-2 inhibitor	SUMO HTRF inh	IDE cell inh	M18AAP inhibitor	pCIP destab	IMP-1 inhibitor	NS3 helicase inh	DNA FID counter	IDE cell activ
#61 COc1cccc2cc(/C(=N/O)c3ccccc3)oc12
  -1.7	13	1	3	2	-3.2	-8	-9	3
#62 O=C1CNC(=O)/C1=C\N1CCCCC1
  -4.2	24	-1	0	-13	-4.1	-1	-2	0
#63 CCOC(=O)CC(=O)CSc1ncnc2c1nnn2-c1ccc(F)cc1
  -2.6	0	8	-15	1	-3.4	11	-6	1
#64 CCCCCCCC[n+]1cccc(C(=O)N2c3c(nc(N)[nH]c3=O)NC(C)C2C)c1 (configuration not stated)
  -1.8	-4	-1	2	2	-0.9	-6	-3	1
#65 CCN1CCCC1CNC(=O)c1cc(S(=O)(=O)N(C)C)ccc1Cl (configuration not stated)
  -1.8	-17	3	5	3	-2.3	-2	-5	4
#66 O=C(NCc1ccncc1)C(=O)NCc1ccco1
  -4.2	24	-1	-1	8	-1.6	-3	2	-5
#67 CCOC(=O)N1CCN(S(=O)(=O)c2ccc3c(c2)CC(C)N3C(C)=O)CC1 (configuration not stated)
  -2.7	7	9	7	-18	-3.5	26	-28	2
#68 Clc1ccc(-c2nnc(NCc3ccccc3)c3ccccc23)cc1
  -0.6	-20	-3	-4	-5	-0.1	-11	-1	-2

Compound profiles, from the list above. Order of screens: VIM-2 inhibitor	SUMO HTRF inh	IDE cell inh	M18AAP inhibitor	pCIP destab	IMP-1 inhibitor	NS3 helicase inh	DNA FID counter	IDE cell activ
CCN1CCCC1CNC(=O)c1cc(S(=O)(=O)N(C)C)ccc1Cl (configuration not stated) in the list: -1.8	-17	3	5	3	-2.3	-2	-5	4
COc1cccc2cc(/C(=N/O)c3ccccc3)oc12 in the list: -1.7	13	1	3	2	-3.2	-8	-9	3
